AmpC inh det: inhibitors of E. coli AmpC beta-lactamase with detergent; hit rate 0.09% among 71,000; purified AmpC, nitrocefin hydrolysis with detergent; Potency, µM (doses to about 28.7 µM), inactives show top-dose activity change, negative = inhibition; AID 584; P00811; active means well fitted curve in the direction sought with a large enough effect
Target sequence (P00811 whole entry, looked up): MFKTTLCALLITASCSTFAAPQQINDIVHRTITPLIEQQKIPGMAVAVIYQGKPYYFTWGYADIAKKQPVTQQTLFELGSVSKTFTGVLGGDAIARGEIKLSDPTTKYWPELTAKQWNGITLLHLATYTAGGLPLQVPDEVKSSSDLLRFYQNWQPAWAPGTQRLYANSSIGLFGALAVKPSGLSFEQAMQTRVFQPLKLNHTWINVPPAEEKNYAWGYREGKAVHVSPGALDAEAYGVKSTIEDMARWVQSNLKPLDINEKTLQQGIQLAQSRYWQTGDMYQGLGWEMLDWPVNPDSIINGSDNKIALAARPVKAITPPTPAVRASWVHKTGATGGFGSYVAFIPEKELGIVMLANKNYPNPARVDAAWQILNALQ
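E. coli AmpC (5.3 nM) in 20 mM phosphate pH 7.0 with 0.01% Triton X-100, preincubated 15 min RT with compound; nitrocefin (2 uL of 800 uM stock) hydrolysis followed by 480 nm absorbance every 20 s over 4 min.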
The depositor's hits bear a star; & = joins results of further samples; [ ] = dose if it differs, or a comment. On the % scale 0 is the no-effect control and ±100 the full control effect; potency means the concentration at half of the fitted maximal effect.

CC(C)COc1ccc(C(=O)OC2CC(C)(C)OCC2CN(C)C)cc1 (configuration not stated) was read as AmpC inh det -3%.
`COc1ccc(C(C)NC(=O)c2ccoc2C)cc1OC` (configuration not stated) gave AmpC inh det 1%.
For COc1ccc(CCNC(=O)CSc2nncn2N)cc1OC the results were AmpC inh det 35%.
`Cc1ccc(C(=O)C(NC(=O)c2ccco2)N2CCOCC2)cc1` (configuration not stated) gave AmpC inh det -3%.
For COCCn1nnnc1CN1CCC(NC(=O)Nc2cccc(OC)c2)CC1 the results were AmpC inh det 13%.
For COC(=O)C1=C(C)NC(C)=C(C(=O)OC)C1c1ccc(OC(=O)c2ccco2)cc1 the results were AmpC inh det -3%.
Screening Cc1cc(CC(C)C)n(-c2nc3ccccc3c(=O)n2OCC(=O)N(C)C)n1 returned AmpC inh det 0%.
For Cc1nc2ncnn2c(C)c1CCC(=O)N1CCc2ccccc2C1 the results were AmpC inh det -3%.
`CC(=O)c1c(N)c(C#N)c(C)n1-c1ccc(Br)cc1` gave AmpC inh det 2%.
`O=c1oc2ccccc2cc1-c1cn2cccnc2n1` gave AmpC inh det 6%.
`CCN(CC)CCCNC(=O)c1cc(-c2ccc(Cl)cc2)on1` gave AmpC inh det 10%.
For CCOC(=O)N1CCN(S(=O)(=O)c2cccc3nonc23)CC1 the results were AmpC inh det -2%.
Screening CC(=O)Nc1ccc(-c2cn3cccnc3n2)cc1 returned AmpC inh det 0%.
For CCc1[nH]c(C)c(C(C)=O)c1C the results were AmpC inh det -3%.
For COc1ccc(CCn2nnnc2C(c2ccc(Cl)cc2)N2CCN(C)CC2)cc1OC (configuration not stated) the results were AmpC inh det -1%.
Screening CC[C@](C)(CN(C)C)OC(=O)c1ccccc1 returned AmpC inh det 0%[12.8 µM].
COc1ccc2[nH]cc(CCN(C)C)c2c1 was read as AmpC inh det -1%.
`Cc1cccc(OCC(=O)N2CCN(C(=O)Cc3ccccc3)CC2)c1` gave AmpC inh det 7%.
C[C@@H]1CCC[C@H](C)N1NC(=O)c1ccc(Cl)c(S(N)(=O)=O)c1 was read as AmpC inh det 0%[12.8 µM].
`O=C(CN1C(=O)CN=C(c2ccccc2Cl)c2cc(Cl)ccc21)NCc1ccco1` gave AmpC inh det 3%.
Screening COc1ccc(CCNC(=O)c2ccc(CNc3c(N4CCOCC4)c(=O)c3=O)cc2)cc1OC returned AmpC inh det -7%.
Screening O=C(COc1ccc2ccccc2c1Br)N1CCOCC1 returned AmpC inh det -2%.
O=C(Nc1nc(-c2cc3ccccc3oc2=O)cs1)c1ccco1 was read as AmpC inh det 13%.
For C[N+]12CN3CN(CN(C3)C1)C2 the results were AmpC inh det -4%.
For C=CCSc1nnc2c(n1)OC(c1cccnc1)Nc1ccccc1-2 (configuration not stated) the results were AmpC inh det 6%.
For CC(NC(=O)C(C)(C)C)c1nc2ccccc2n1C (configuration not stated) the results were AmpC inh det -1%.
For CN1CCN(CCCNC(=O)CCCOc2cc(=O)n(C)c3ccccc23)CC1 the results were AmpC inh det -5%.
Screening CC(C)[C@]12CC(=O)[C@H](C)[C@H]1C2 returned AmpC inh det 10%.
Screening CC1CCCC(C)N1C(=O)CSc1nnnn1Cc1ccccc1 (configuration not stated) returned AmpC inh det -2%.
`CN(C)S(=O)(=O)Nc1ccc(C(=O)O)cc1` gave AmpC inh det -4%.
Cc1ccccc1NS(=O)(=O)c1ccc(OCC(=O)N2CCCC2)cc1 was read as AmpC inh det -7%.
Screening C[C@@H](O)CN(CCN(C[C@@H](C)O)C[C@@H](C)O)C[C@@H](C)O.O=[N+]([O-])O.[Cu] returned AmpC inh det -6%[5.75 µM].
For CCCCOCCCn1cnc2c([nH]c3cc(OC)ccc32)c1=O the results were AmpC inh det -5%.
Screening CC(=O)N1CCc2c(sc(NC(=O)C3CC3)c2-c2nc3ccccc3s2)C1 returned AmpC inh det 28%.
COc1ccc(C(=O)Nc2ccc(C)cn2)c(OC)c1 was read as AmpC inh det -4%.
Screening c1ccc2c(c1)CCN2CCN1CCc2ccccc21 returned AmpC inh det -2%.

In the list so far, 2 have bromine.
`CC(=O)c1c(N)c(C#N)c(C)n1-c1ccc(Br)cc1` gave AmpC inh det 2%.
Screening O=C(COc1ccc2ccccc2c1Br)N1CCOCC1 returned AmpC inh det -2%.

Following part.
Screening Cc1c(NC(=O)CCC2CCCCC2)c(=O)n(-c2ccccc2)n1C returned AmpC inh det -3%.
For Cc1cccc(C)c1OCC(=O)NCc1nnc(SCC(=O)NC2CCCCC2C)n1C (configuration not stated) the results were AmpC inh det -2%.
`COc1ccc(C(=O)NCc2nnc(SCC(=O)NCc3ccc(F)cc3)o2)cc1` gave AmpC inh det -1%.
Screening Cc1cccc(OCC(=O)NCc2ccncc2)c1C returned AmpC inh det 11%.
`CCCCn1c(O)c(C(C)=NCc2ccc(F)cc2)c(=O)[nH]c1=O` gave AmpC inh det -5%.
Screening Cc1cccc(NC(=O)c2cc(NC(=O)C3CCCCC3C(=O)O)ccc2Cl)n1 (configuration not stated) returned AmpC inh det -5%.
Screening O=C(C1CCCCC1)N(Cc1ccccc1)c1ccccn1 returned AmpC inh det -4%.
`CCOC(=O)C(C(C)=O)C(c1ccc(OC)cc1)C(C(C)=O)C(=O)OCC` (configuration not stated) gave AmpC inh det -4%.
`COc1ccc(C(=O)Cn2c(N3CCOCC3)nc3ccccc32)cc1OC` gave AmpC inh det -1%.
`Nc1nonc1C(=O)NCCNC(=O)c1cccs1` gave AmpC inh det -2%.
Screening COc1cc2c(c(OC)c1OC)-c1ccc(OC)c(=O)cc1[C@@H](NC(C)=O)CC2 returned AmpC inh det 14%&8%&-2%.
`O=C(CCCSc1nc(-c2ccco2)cc(C(F)(F)F)n1)Nc1ccc2c(c1)OCO2` gave AmpC inh det 3%.
Screening CCOC(=O)N1CCC(NC(=O)Cn2nc(-c3ccccc3)ccc2=O)CC1 returned AmpC inh det -6%.
`CN(Cc1ccccc1)c1oc(COc2ccccc2F)nc1C#N` gave AmpC inh det 13%.
For Cc1ccccc1OCC1CO1 (configuration not stated) the results were AmpC inh det 10%.
Screening CCOc1ccc(Nc2nc3c(c(=O)[nH]2)CCCC3)cc1 returned AmpC inh det -7%.
`O=C(CCSc1nc(-c2ccco2)cc(C(F)(F)F)n1)NCC1CCCO1` (configuration not stated) gave AmpC inh det 17%.
C=CCNC(=O)C(C#N)c1nc2ccccc2nc1N1CCN(Cc2ccccc2)CC1 (configuration not stated) was read as AmpC inh det 1%.
`COCC(=O)Nc1ccccc1C(=O)Nc1ccc(OC)cc1` gave AmpC inh det -4%.
Screening Cc1ccccc1-c1ccc2ncnc(NCCN3CCOCC3)c2c1 returned AmpC inh det 8%.
CCOC(=O)C1CCN(C(=O)CCCOc2ccccc2)CC1 was read as AmpC inh det -2%.
For COc1ccc(CNc2oc(-c3cccc4ccccc34)nc2C#N)cc1 the results were AmpC inh det 18%.
`Clc1ccccc1CSc1ncccn1` gave AmpC inh det -1%.
`Cn1c(C(=O)N2CCN(c3ccc(Cl)cc3)CC2)cc2c(=O)[nH]c3ccccc3c21` gave AmpC inh det -1%.
CCCC(=O)Nc1ccccc1-c1nnc(SC)[nH]c1=O was read as AmpC inh det 13%.
`COc1cc(C2NC(=O)NC(c3ccccc3)=C2C(C)=O)ccc1OCC#N` (configuration not stated) gave AmpC inh det -4%.
Cc1cc(=O)oc(C)c1C(=O)O was read as AmpC inh det 1%.
For Cc1cc(NCCCn2ccnc2)n2ncc(-c3ccccc3)c2n1 the results were AmpC inh det 0%.
Screening CCn1c(C(=O)NC(C)c2ccc3c(c2)OCCO3)cc2sccc21 (configuration not stated) returned AmpC inh det 10%.
Screening Cc1noc(C)c1CSc1ccc2ccccc2n1 returned AmpC inh det -1%.
CCCOC(=O)NC1C(NC(=O)OCCC)N(C)C(=O)N1C (configuration not stated) was read as AmpC inh det -3%.
COc1ccc2c(c1)c(C(=O)CNc1nc(C)cs1)c(C)n2C was read as AmpC inh det 2%.
For CCC(C(=O)N1CCN(S(C)(=O)=O)CC1)c1ccccc1 (configuration not stated) the results were AmpC inh det -1%.
Screening C/C(=C(/CCO)SSC[C@@H]1CCCO1)N(C=O)Cc1cnc(C)nc1N returned AmpC inh det 0%[12.8 µM].
For CCc1nnc(NC(=O)CCC(=O)NC2CCCCC2)s1 the results were AmpC inh det -10%.
`CCCCCC(=O)Nc1ccc(N2CCN(S(C)(=O)=O)CC2)cc1` gave AmpC inh det -1%.
`CC(C)CC(=O)NCC(C)NC(=O)CC(C)C` (configuration not stated) gave AmpC inh det -1%.
For Cc1cc(C)c2c(n1)nn1c(N3CCOCC3)cc(C)nc21 the results were AmpC inh det -2%.
CCNc1ncc2nc(-c3ccc(F)cc3)c(=O)n(-c3ccc(OC)cc3)c2n1 was read as AmpC inh det -2%.
For Cc1ccc(CNS(=O)(=O)c2ccc3oc(C(=O)O)c(C)c3c2)cc1 the results were AmpC inh det 1%.
For Cc1ccccc1OCc1nnc2c3cnn(C)c3ncn12 the results were AmpC inh det 8%.
`O=C(c1ccc(Nc2cccc(C(F)(F)F)c2)nc1)N1CCCC1` gave AmpC inh det 9%.
`CC(=O)c1c(C)[nH]c(C)c1C(C)=O` gave AmpC inh det 4%.
Screening C=CCSc1nnc(NC(=O)c2cccc(S(=O)(=O)N3CCOCC3)c2)s1 returned AmpC inh det -3%.
For COc1cccc(-n2cc3c(c2-c2ccccc2)c(=O)n(C)c(=O)n3C)c1 the results were AmpC inh det -1%.
For N#CC(=C(/N)Sc1ccccc1N)/C(C#N)=C(/N)Sc1ccccc1N the results were AmpC inh det -5%&0%.
Screening O=C(c1ccco1)N1CCN(CC(=O)N2c3ccccc3CCc3ccccc32)CC1 returned AmpC inh det 0%.
For Cc1ccc2ccccc2c1CSc1nc(N)nc2c1ncn2CC(C)C the results were AmpC inh det -2%[5.75 µM].
For Brc1cc(Oc2cc(Br)c(Br)c(Br)c2Br)c(Br)c(Br)c1Br the results were AmpC inh det 7%.
`CNc1nc(N)c(C(=O)C(C)(C)C)s1` gave AmpC inh det -5%.
`CCn1ccc(C(=O)Nc2ccc(N(C)C(C)=O)cc2)n1` gave AmpC inh det 11%.
Cc1noc(C)c1C(=O)N1CCC2(CCCN(C(=O)Nc3cccc(C#N)c3)C2)CC1 was read as AmpC inh det -1%.
Cc1ccc(-c2noc(CN3C(C)CCCC3C)n2)cc1 (configuration not stated) was read as AmpC inh det 12%.
For CCOC(=O)C(C)C(C)=O (configuration not stated) the results were AmpC inh det 14%.
Screening Cn1c(SCC(=O)NC2CCCC2)nnc1-c1ccc(S(=O)(=O)N2CCOCC2)cc1 returned AmpC inh det 24%.
Screening O=C(CN(Cc1cccs1)C(=O)CNS(=O)(=O)c1ccccc1)NCc1ccco1 returned AmpC inh det 4%.
Screening COCC(=O)Nc1nc(-c2ccccc2)c(C)s1 returned AmpC inh det 0%.
For Clc1ccc(CN2C3=NCCCN3c3ccccc32)cc1 the results were AmpC inh det 5%.
Screening COc1ccc(C(=O)N2CCN(C(=O)CC(C)C)CC2)cc1OC returned AmpC inh det -2%.
Screening Cc1oc2c(C)c3oc(=O)c4c(c3cc2c1C)CCCC4 returned AmpC inh det 7%.
Fc1ccc(Br)cc1C1C=C(c2cccnc2)Nc2ncnn21 (configuration not stated) was read as AmpC inh det 3%.
C[C@@H](C1=C(CCN(C)C)Cc2ccccc21)c1ccccn1 was read as AmpC inh det -5%.
Cc1nnc(SCc2nnc(-c3ccccc3)o2)n(N)c1=O was read as AmpC inh det -1%.
For CN1C(=O)c2oc3ccccc3c(=O)c2C1c1ccccn1 (configuration not stated) the results were AmpC inh det -4%.
For CCn1c(Cn2nnc(-c3ccccc3)n2)nnc1SCC(=O)Nc1ccccc1 the results were AmpC inh det 4%.
`O=S(=O)(NCc1csc(-c2cccnc2)n1)c1ccc2c(c1)OCCO2` gave AmpC inh det -2%.
Screening COc1ccc(N2CC(C)Cn3c2nc2c3c(=O)n(CCN3CCOCC3)c(=O)n2C)cc1 (configuration not stated) returned AmpC inh det 10%.
Screening Cc1noc(C)c1CSc1nc2ccccc2[nH]1 returned AmpC inh det -4%.
`COc1ccc(C(C#N)N2CCCCCC2)cc1OC` (configuration not stated) gave AmpC inh det -5%.
`CCC(C)NC(=O)c1c(N)n(/N=C/c2cccnc2)c2nc3ccccc3nc12` (configuration not stated) gave AmpC inh det -2%.
For CCN(CC)c1ccc(NC(=O)C(C)C)cc1 the results were AmpC inh det -3%.
For COc1cc(C2CC(=O)N3CN(Cc4ccco4)CSC3=C2C#N)ccc1OCc1ccccc1 (configuration not stated) the results were AmpC inh det 9%.

Of the compounds above, 12 contain a furan ring, fused or not.
`COc1ccc(C(C)NC(=O)c2ccoc2C)cc1OC` (configuration not stated) gave AmpC inh det 1%.
`Cc1ccc(C(=O)C(NC(=O)c2ccco2)N2CCOCC2)cc1` (configuration not stated) gave AmpC inh det -3%.
For COC(=O)C1=C(C)NC(C)=C(C(=O)OC)C1c1ccc(OC(=O)c2ccco2)cc1 the results were AmpC inh det -3%.
`O=C(CN1C(=O)CN=C(c2ccccc2Cl)c2cc(Cl)ccc21)NCc1ccco1` gave AmpC inh det 3%.
O=C(Nc1nc(-c2cc3ccccc3oc2=O)cs1)c1ccco1 was read as AmpC inh det 13%.
`O=C(CCCSc1nc(-c2ccco2)cc(C(F)(F)F)n1)Nc1ccc2c(c1)OCO2` gave AmpC inh det 3%.
`O=C(CCSc1nc(-c2ccco2)cc(C(F)(F)F)n1)NCC1CCCO1` (configuration not stated) gave AmpC inh det 17%.
For Cc1ccc(CNS(=O)(=O)c2ccc3oc(C(=O)O)c(C)c3c2)cc1 the results were AmpC inh det 1%.
Screening O=C(c1ccco1)N1CCN(CC(=O)N2c3ccccc3CCc3ccccc32)CC1 returned AmpC inh det 0%.
Screening O=C(CN(Cc1cccs1)C(=O)CNS(=O)(=O)c1ccccc1)NCc1ccco1 returned AmpC inh det 4%.
Screening Cc1oc2c(C)c3oc(=O)c4c(c3cc2c1C)CCCC4 returned AmpC inh det 7%.
For COc1cc(C2CC(=O)N3CN(Cc4ccco4)CSC3=C2C#N)ccc1OCc1ccccc1 (configuration not stated) the results were AmpC inh det 9%.

Only part of the results is shown; count on the stated rates, not on these rows.
